# Screening data deposited in PubChem by several laboratories.
# T cell HTS: T cell immune modulators affecting CD8 T cell-vesicle binding; calls only at 7 µM; 330,000 tested, 0.068% active; 2C CD8+ T cell-vesicle binding, flow cytometry; active compounds read low; AID 2052;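 active = response, share of CD8 T cells binding vesicles, and their 90th percentile fluorescence all below set limits, cut at about 80% in these data, passing the limit was not always enough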
#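 Assay system – 2C mouse CD8+ T cells · Also added – QL9-loaded Drosophila micro-vesicles · Timing – Cell–vesicle co-incubation 1.5 h at 37 °C, staining 20 min on ice · Signal – flow cytometry of vesicle-bound cells · Measure – percent CD8+ FL2 mean versus row control · Controls – Peptide-free naked vesicles (low) and QL9 vesicles with 0.7% DMSO vehicle (high)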
# PhoP inhibition: inhibitors of PhoP regulon expression, primary screen, Salmonella Typhimurium, GFP reporter (AID 1863). S. Typhimurium PhoP-regulated promoter GFP reporter, 4 h; higher % means a stronger effect. 300,000 tested, 0.16% active. inhibition, % at 50 µM, or IC50 in µM where a hit was titrated;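 active = inhibition over 29.93%, a cutoff 3 SD above the screen mean, later confirmed by dose response; inconclusive = inhibition over 29.93% but no dose response follow-up; inactive = inhibition at most 29.93% or unconfirmed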;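 note: 0% = low Mg2+ inducing control and 100% = high Mg2+ repressing control; strong numbers were not always called active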
# West Nile antiviral: inhibition of WNV-induced cytopathic effect – cell-based, CPE readout (AID 1621). West Nile virus-infected cells, CPE inhibition; higher % means a stronger effect. CPE inhibition, % at 10 µM; hits with a dose series show IC50 in µM. 290,000 tested, 0.02% active; in the data active = a potency from the dose series; inconclusive = CPE inhibition mostly from about 3.7% at the one dose, without a potency; inactive = the rest, 99 in 100 with CPE inhibition below about 2.2%; note: strong numbers were not always called active
# WT yeast gro inh: growth inhibition of WT yeast, mitochondrial fusion screen. inhibition, % at 10 µM. AID 1362. mitochondrial fusion phenotypic screen, WT strain. 190,000 tested, 2.1% active; in the data active = inhibition above about 58%; tested in S. cerevisiae
# RSV antiviral HEp-2: inhibition of RSV-induced cytopathic effect – HEp-2 cells, primary 10 µM value included (AID 2391) | one-dose CPE inhibition, % at 10 µM; IC50 in µM for titrated hits | HEp-2 cells, RSV-induced CPE inhibition; higher % means a stronger effect | 310,000 tested, 0.13% active; in the data active = a potency from the dose series; inconclusive = CPE inhibition mostly from about 23% at the one dose, without a potency; inactive = the rest, 99 in 100 with CPE inhibition below about 21%; note: strong numbers were not always called active
# Myeloid diff 2: promotes myeloid progenitor differentiation | calls only at 10 µM | 360,000 tested, 1% active | ER-HoxA9 myeloid progenitors, lysozyme-GFP differentiation, flow cytometry;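 active = normalized GFP-positive differentiation at or above the plate's own cutoff, the solvent-only control mean plus 3 SD; inconclusive = no clear call, values can overlap the other calls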;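 note: cells exposed to compound for four days before flow analysis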
# MgcRacGAP inhibition: MgcRacGAP GTPase-activating activity inhibitors, confirmation, biochemical, ADP Hunter fluorescence; AID 624330; inhibition, % at 30 µM, or IC50 in µM where a hit was titrated; MgcRacGAP-stimulated Rac1 GTP hydrolysis, ADP Hunter fluorescence; higher % means a stronger effect; GST-tagged Rac1 F28L mutant substrate; 340,000 tested, 0.6% active;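 active = first-screen hits whose inhibition reached a set limit at any dose in the follow-up dose series; inconclusive = inhibition above the set first-screen limit but never retested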;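 note: fluorescence reports GDP produced by GAP-driven GTP hydrolysis; strong numbers were not always called active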
# SV40 large T antigen: SV40 large T antigen inhibitors, biochemical (AID 1903). SV40 large T antigen ATPase/helicase inhibition assay; higher % means a stronger effect. one-dose inhibition, % at 20 µM; IC50 in µM for titrated hits. 310,000 tested, 0.39% active; in the data active = a potency from the dose series; inconclusive = inhibition mostly from about 32% at the one dose, without a potency; inactive = the rest, 99 in 100 with inhibition below about 32%; note: strong numbers were not always called active
# bCat nuc transl: alters nuclear translocation of beta-catenin in HeLa cells. immunofluorescence imaging. nuclear translocation activity, % at 5 µM. 190,000 tested, 0.3% active. AID 1665;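 active = nuclear translocation activity above 50% at 5 µM, with a well cell count of 50 or more; inconclusive = wells under 50 cells across six images, flagged as toxic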;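 note: per-cell ratio of nuclear to cytoplasmic median beta-catenin stain intensity; plate controls were DMSO negative control for no effect and GSK-3 inhibitor IX positive control for full effect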
#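 Test system: human HeLa cell line; Doses: 5 µM primary, 0.02–20 µM confirmation; Incubation: 24 h compound exposure, 37°C; Detection: beta-catenin immunofluorescence imaging with DAPI; Read-out: beta-catenin nuclear/cytoplasmic ratio, % activation.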
# WT yeast gro inh mutant strain: recorded beside WT yeast gro inh, whose call it bears; inhibition, %; mitochondrial fusion phenotypic screen, mutant strain inhibition
# bCat nuc transl cell count 5 µM: recorded beside bCat nuc transl, whose call it bears; cell count; measured here: cell count, cytotoxicity flag
# T cell HTS vesicle-bound %: further read-out of T cell HTS, marked with its call; double positive events, %; measured here: CD8+ vesicle-bound cell fraction;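 binding gate set so that unloaded-vesicle control wells show 10% double positive cells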
# Myeloid diff 2 GFP+ MAC1+ %: also measured in Myeloid diff 2; calls as there; GFP+ MAC1+ double positive, %; measured here: differentiation confirmed by MAC1 staining
# The depositor's hits bear a star; i = inactive; ? = inconclusive; · = no result given.
SMILES,T cell HTS,T cell HTS vesicle-bound %,PhoP inhibition,West Nile antiviral,WT yeast gro inh,WT yeast gro inh mutant strain,RSV antiviral HEp-2,Myeloid diff 2,Myeloid diff 2 GFP+ MAC1+ %,MgcRacGAP inhibition,SV40 large T antigen,bCat nuc transl,bCat nuc transl cell count 5 µM
Cc1cc(C)n(-c2ccccc2[N+](=O)[O-])n1,i,29,-8%,0.6%,3,7,-2.7%,i,0.4,1%,7%,0.0,1024
Clc1ccccc1-c1ncc(-c2ccccc2)o1,i,37,-3%,-0.6%,·,·,20%,i,0.2,10%,8%,·,·
Cc1cc(C)nc(NC(=O)C(C)C)n1,i,51,-5%,0.8%,-14,8,2.4%,i,1.0,12%,-4%,-2.5,1430
COc1ccc(CNC(=O)CCn2c(=O)oc3ccccc32)c(OC)c1,i,15,-6%,-0.6%,8,-1,-0.1%,i,0.3,10%,1%,-2.4,1174
COCCNC(=O)CCc1c(C)nc2c(c(C)nn2-c2ccc(C)c(C)c2)c1C,i,33,-8%,0.3%,·,·,3.9%,i,0.7,7%,5%,·,·
COC(=O)c1ccc(CNC(=O)Cn2nnnc2CN(C)C(C)C)cc1,i,60,-6%,-0.2%,·,·,1.5%,i,0.5,12%,9%,·,·
CCCOc1ccc(CSc2nnc(CCC)n2N)cc1,i,44,-4%,-0.4%,-9,-12,0.6%,i,0.8,9%,9%,-3.3,985
CC(C)CCNC(=O)CN(Cc1ccc(F)cc1)C(=O)CCC(=O)Nc1ccccn1,i,46,11%,-0.6%,·,·,0.6%,i,3.6,4%,-4%,·,·
CCCCc1n[nH]c(=S)n1Cc1ccc(Cl)cc1,i,55,-4%,-0.5%,45,-3,9.1%,i,1.0,7%,8%,0.1,1138
COc1cccc(C(=O)Nc2ccccc2-c2ccccc2)c1,i,19,·,·,·,·,-0.2%,i,0.5,6%,·,·,·
COc1ccc(C2c3[nH]c4ccccc4c3C[C@H]3C(=O)N(c4ccccc4C(=O)N4CCC(C(=O)O)CC4)C(=O)N23)cc1 (some centres undefined),i,23,-15%,0.4%,·,·,0.9%,i,2.7,8%,22%,·,·
COc1ccc(CN2CCc3c([nH]c4ccccc34)C2)cc1Br,i,66,3%,-0.7%,·,·,12%,i,0.6,13%,10%,·,·
CC(Nc1ccccc1)c1cccnc1 (centres undefined),i,26,4%,-0.2%,-13,5,-2.0%,i,1.0,4%,8%,-0.2,1507
COCCN(CCOC)c1nc(-c2ccc(Cl)cc2)nc2ccccc12,i,66,-2%,-1.0%,·,·,21%,i,0.4,15%,8%,·,·
Cc1cc(OCC(=O)NC(C)C)cc(C)c1Cl,i,57,-3%,-1.5%,-16,-13,0.6%,i,0.0,3%,-7%,-2.2,1228
CC(=O)OC1OCCOC1NC(=S)NCc1ccco1 (centres undefined),i,29,-4%,0.4%,-11,10,0.5%,i,0.1,11%,26%,-0.3,1100
CN(C)S(=O)(=O)Oc1ccsc1C(=O)Nc1ccc(C(F)(F)F)cc1,i,53,-1%,-1.6%,-3,-10,4.3%,i,0.2,11%,5%,-0.5,1527
O=C(CN1CCN(C(c2ccccc2)c2ccccc2)CC1)N1CCN(c2ccccc2)CC1,i,27,-2%,-0.4%,·,·,39%,i,0.2,·,1%,-0.4,1303
O=C1CCc2cc(S(=O)(=O)N3CCC(C(=O)NCCC4=CCCCC4)CC3)ccc2N1,i,27,11%,-0.2%,4,-6,-1.0%,i,2.9,1%,5%,·,·
Cc1cc(NC(=O)Nc2ccc(Cl)c(Cl)c2)no1,i,18,·,·,·,·,·,i,0.4,7%,18%,·,·
O=C(C1CCCN(S(=O)(=O)c2cccc3nonc23)C1)N1CCN(c2ccccc2)CC1 (centres undefined),i,21,8%,0.1%,7,-2,7.5%,i,10,1%,95%,-1.9,1135
CC(=O)OCC(=O)N1N=C(c2ccc3ccccc3c2)CC1c1ccccc1 (centres undefined),i,64,-8%,?,68*,39*,?,i,0.0,10%,12%,1.3,1070
CSc1ccccc1C(=O)Nc1cc([N+](=O)[O-])ccc1C,i,50,-6%,-0.7%,-7,9,0.5%,i,0.3,8%,25%,-4.5,1105
Cc1ccc(S(=O)(=O)N2CCCC2CNC(=O)C(=O)Nc2ccccc2)cc1 (centres undefined),i,31,1%,·,·,·,2.0%,i,1.0,-13%,6%,·,·
COC(=O)c1cc(NC(=O)Nc2cccc(Cl)c2)ccc1Cl,i,46,0%,3.2%,-15,-3,13%,i,4.0,11%,4%,0.3,1378
Cc1cc(NC(=O)CSCC(=O)OC(C)C(=O)c2cc(C)c(C)cc2C)no1 (centres undefined),i,45,10%,·,·,·,-0.2%,i,0.5,1%,16%,·,·
Cc1cc(C(=O)NC2CCCC2)on1,i,34,-1%,-0.1%,9,15,-0.1%,i,2.0,3%,-1%,0.3,1006
Fc1ccccc1/C=N/NC(=S)Nc1ccc(Cl)cc1Cl,i,7,2%,0.3%,14,12,-0.9%,?,·,3%,18%,?,·
Cc1c(OCC(=O)NCCCN2CCOCC2)ccc2c3c(c(=O)oc12)CCC3,i,20,-8%,-0.4%,·,·,0.7%,i,6.2,19%,8%,·,·
Cc1c(N=C2NC(=O)/C(=C/c3ccc(O)cc3)S2)c(=O)n(-c2ccccc2)n1C,i,9,-12%,0.0%,-2,8,5.9%,i,0.2,61µM*,33µM*,-0.4,522

# Of the compounds above, 3 have fluorine.
SMILES,T cell HTS,T cell HTS vesicle-bound %,PhoP inhibition,West Nile antiviral,WT yeast gro inh,WT yeast gro inh mutant strain,RSV antiviral HEp-2,Myeloid diff 2,Myeloid diff 2 GFP+ MAC1+ %,MgcRacGAP inhibition,SV40 large T antigen,bCat nuc transl,bCat nuc transl cell count 5 µM
CC(C)CCNC(=O)CN(Cc1ccc(F)cc1)C(=O)CCC(=O)Nc1ccccn1,i,46,11%,-0.6%,·,·,0.6%,i,3.6,4%,-4%,·,·
CN(C)S(=O)(=O)Oc1ccsc1C(=O)Nc1ccc(C(F)(F)F)cc1,i,53,-1%,-1.6%,-3,-10,4.3%,i,0.2,11%,5%,-0.5,1527
Fc1ccccc1/C=N/NC(=S)Nc1ccc(Cl)cc1Cl,i,7,2%,0.3%,14,12,-0.9%,?,·,3%,18%,?,·

# Additional results follow:
SMILES,T cell HTS,T cell HTS vesicle-bound %,PhoP inhibition,West Nile antiviral,WT yeast gro inh,WT yeast gro inh mutant strain,RSV antiviral HEp-2,Myeloid diff 2,Myeloid diff 2 GFP+ MAC1+ %,MgcRacGAP inhibition,SV40 large T antigen,bCat nuc transl,bCat nuc transl cell count 5 µM
CCC(=O)Nc1ccc(-c2nnc(SCC(=O)NCC3CCCO3)n2C)cc1 (centres undefined),i,44,2%,-0.1%,4,-5,1.6%,i,0.5,8%,52%,-2.4,1085
COc1ccc(-c2csc(NC(=O)c3ccccc3OC)c2C(=O)O)cc1OC,i,55,2%,0.9%,·,·,-0.9%,i,0.4,9%,-5%,·,·
c1ccc(Cn2nnc3c(Nc4ccc5c(c4)OCO5)nc(C4CC4)nc32)cc1,·,·,0%,1.3%,-8,1,6.2%,i,1.4,-1%,1%,1.9,991
CC(=O)NC1CCC(C(=O)O)(c2ccccc2)C1 (centres undefined),i,24,-2%,0.5%,5,-1,-0.1%,i,0.5,8%,6%,4.6,1114
CCOC(=O)CCc1c(C)c2ccc(OC3CCCCC3=O)cc2oc1=O (centres undefined),i,26,19%,-0.5%,·,·,1.2%,·,·,11%,1%,·,·
Cc1ccc(NC(=O)n2ncc3c(C)cccc32)c(C)c1,i,64,-2%,1.7%,·,·,2.2%,i,0.4,8%,4%,·,·
COc1ccc(-n2nnnc2SCC(=O)Nc2nnc(C)s2)cc1OC,i,10,3%,0.5%,4,-4,-0.1%,i,6.6,8%,12%,-3.2,800
CN(C)c1cc[n+](CC(=O)Nc2ccc([N+](=O)[O-])cc2Cl)cc1,i,46,7%,-0.8%,6,3,-0.7%,i,1.1,8%,3%,·,·
CCOc1ccccc1/C=C/c1onc(C)c1S(=O)(=O)N1CCC(C(=O)NC(C)C)CC1,i,22,9%,0.5%,·,·,5.2%,i,1.7,7%,8%,·,·
Cc1nc(-c2ccccc2)sc1C1(C)CC(c2ccc([N+](=O)[O-])cc2)=NO1 (centres undefined),i,42,-7%,-0.3%,·,·,9.4%,i,2.6,7%,1%,2.4,1083
Cc1c(NC(=O)CCN2C(=O)c3ccccc3C2=O)c(=O)n(-c2ccccc2)n1C,i,25,-3%,0.4%,18,12,0.2%,i,1.2,11%,16%,-4.1,881
O=C(NNC(=O)c1ccccc1O)c1cc2ccccc2o1,i,3,0%,·,·,·,8.3%,i,1.1,3%,5%,·,·
O=C(Nc1cc(Cl)c(O)c(Cl)c1)C1CCCO1 (centres undefined),i,31,1%,-0.1%,-9,-11,3.3%,i,8.7,23%,24%,·,·
Cc1ccc2nc3ccc(N4CCCC4)nn3c(=O)c2c1,i,48,16%,-0.3%,12,9,7.1%,i,0.7,9%,?,-2.0,1378
O=C(Nc1ccc(Br)cn1)c1cccc(C(=O)Nc2ccc(Br)cn2)c1,i,12,-6%,3.4%,·,·,6.0%,i,0.3,5%,14%,·,·
O=C(O)c1ccc(COc2c(F)c(F)cc(F)c2F)o1,i,38,-3%,0.0%,-12,8,1.7%,i,0.4,8%,3%,-0.1,1053
CCOc1ccccc1Nc1nnc(C)c(=O)[nH]1,i,16,-13%,-0.2%,3,1,1.0%,i,1.7,-6%,-2%,0.3,1397
COc1ccc(S(=O)(=O)NCCCN2CCCC2=O)c(OC)c1,i,24,3%,-0.1%,·,·,1.3%,i,0.8,3%,6%,·,·
CCOC(=O)NC1(NC2CCCCC2)Oc2ccccc2O1,·,·,4%,-0.2%,3,-8,0.2%,i,0.7,-1%,8%,-3.2,975

# Compounds as they come, and some 3.6% of all compounds hit somewhere here.
